Assay outcomes deposited in PubChem by ICCB-Longwood Screening Facility, Harvard Medical School.
PV pol inh: poliovirus RdRp elongation inhibitors, primary screen, biochemical, fluorescence polarization, total intensity; actives 0.66% (n = 150,000); poliovirus polymerase elongation; stronger effect = lower value; % elongation, % (compound at 16.7 µg/mL); in the data active means % elongation below about 90%; further: some results filed as inactive read as strong as hits
Target sequence (P03300 1749-2209 limits assumed): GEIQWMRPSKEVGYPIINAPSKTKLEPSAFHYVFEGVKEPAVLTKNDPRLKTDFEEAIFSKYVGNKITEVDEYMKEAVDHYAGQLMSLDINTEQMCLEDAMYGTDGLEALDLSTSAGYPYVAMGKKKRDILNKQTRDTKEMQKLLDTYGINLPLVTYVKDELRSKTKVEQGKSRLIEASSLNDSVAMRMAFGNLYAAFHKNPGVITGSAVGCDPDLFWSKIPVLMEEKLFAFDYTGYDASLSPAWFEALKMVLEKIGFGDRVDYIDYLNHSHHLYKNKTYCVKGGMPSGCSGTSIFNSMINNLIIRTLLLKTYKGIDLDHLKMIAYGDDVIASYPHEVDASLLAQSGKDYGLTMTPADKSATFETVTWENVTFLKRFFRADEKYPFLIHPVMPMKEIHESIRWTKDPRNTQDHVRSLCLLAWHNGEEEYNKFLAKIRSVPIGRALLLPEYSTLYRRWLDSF
PV pol inh FP z-score: recorded beside PV pol inh, whose call it bears; z-score; measured here: FP z-score; hits read low
The depositor's hits bear a star; & = joins results of further samples.

Each structure is followed by: PV pol inh | PV pol inh FP z-score
- CCCCSc1ncnc2c1cnn2-c1ccc(Cl)cc1
    100.0 | -0.4
- Cc1ncc(CC(=O)O)s1
    102.0 | -0.2
- CCn1cc(C(=O)NCC(C)C)c(=O)c2cc(F)c(N3CCN(C(=O)c4ccco4)CC3)cc21
    101.0 | -0.5
- COc1ccc(C(C(=O)Nc2ccc(C(C)C)cc2)N(Cc2ccco2)C(=O)CC2NC(=O)NC2=O)cc1 (configuration not stated)
    99.0 | -0.1
- CCOC(=O)C1=C(c2ccccc2)NC(=S)NC1c1cccc(OC)c1O (configuration not stated)
    91.0 | -0.8
- CCCC(=O)NCc1ccccc1Cl
    100.0 | -0.1
- Cc1ccc(Oc2ncccc2NC(=O)CN2CCC(NC(=O)c3ccccc3)CC2)c2c1CCC2
    97.0 | -1.5
- CCOc1ccc(-c2cc(-c3nc(-c4cc(OC)c(OC)c(OC)c4)no3)[nH]n2)cc1Cl
    108.0 | 0.3
- Cc1ccc(NCc2cccn2-c2nnc(N3CCC(C(=O)NC(C)C)CC3)s2)cc1
    111.0 | 0.3
- Cc1cc(C)cc(C(=O)N(C)CC(=O)Nc2ccc(F)cc2)c1
    101.0 | -0.2
- Cc1ccc(NC(=S)N2CCN(CCO)CC2)c(C)c1
    101.0 | 0
- COc1ccccc1NC(=O)c1sc2nc(C)c(C(=O)Nc3ccc(C)cc3C)c(-c3ccc(C)o3)c2c1N
    110.0 | 1.2
- O=C(CSc1nc2ccccc2s1)OCc1nnc(-c2ccccc2)o1
    99.0 | -0.5
- COc1ccc(NC(=O)CSc2nc3ccncc3[nH]2)cc1
    100.0 | -0.6
- CC(C)(C)c1ccc(C(=O)NNc2ncnc3c2cnn3-c2ccccc2)cc1
    101.0 | -1.1
- Cc1cc(C)c(NC(=O)C2CC3c4ccccc4C2C2C=CC=CC32)c(C)c1 (configuration not stated)
    105.0 | 0.1
- CCOC(=O)c1ccc(-n2c(O)c(/C=N/N3CCOCC3)c3ccccc3c2=O)cc1
    103.0 | 0.1
- Cc1cc(=O)n2[nH]c(NC(=O)c3cccc(Cl)c3)nc2n1
    103.0 | -0.7
- Cc1cccc(N2COc3ccc(Br)cc3C2)c1
    103.0 | 0.3
- Oc1ccc(N=Cc2c[nH]c3ccccc23)cc1
    96.0 | -2
- Cc1cccc(NC(=O)C2CCN(S(=O)(=O)c3ccc(F)cc3)CC2)c1C
    107.0 | 0.6
- COC(=O)c1ccc(NC(=O)COc2cccc3c2CCNC3=O)cc1
    101.0 | -0.7
- O=C(Nc1cccc(-c2nc3cccnc3s2)c1)c1cccc(Br)c1
    109.0 | 0.1
- O=C(CCC(C(=O)O)N1C(=O)c2ccccc2C1=O)Nc1ccc2c(c1)COCO2 (configuration not stated)
    104.0 | -0.2
- O=C1CSC(=Nc2ccccc2)N1
    101.0 | -0.3
- CCCCN(CCCC)CCNC(=O)c1cn(CC)c2ccc(S(=O)(=O)N(C)C3CCCCC3)cc2c1=O
    107.0 | 0.5
- Cc1c(O)nc(SC2CC(=O)N(c3ccccc3)C2=O)[nH]c1=O (configuration not stated)
    101.0 | 0.4
- Nc1ccc(OCC2CCCO2)cc1 (configuration not stated)
    102.0 | 0.2
- CN(C(=O)COC(=O)C12CC3CC(CC(C3)C1)C2)C1CCS(=O)(=O)C1 (configuration not stated)
    103.0 | 0
- Cc1ccc2c3c(ccc2n1)NC1=C(C(=O)CCC1)C3C1CC=CCC1 (configuration not stated)
    104.0 | 0.1

Following part:
Each structure is followed by: PV pol inh | PV pol inh FP z-score
- CCCCN1C(=O)c2ccc(Br)cc2C1=O
    102.0 | 0
- Oc1ccc2c(c1)OCCO2
    102.0 | 0.1
- COc1ccc2c(c1)-c1nc(C)sc1CC2
    98.0 | -1.4
- Cc1cc(=O)n(Cc2ccccc2Cl)c(O)c1C#N
    104.0 | 0.5
- O=C(NCc1ccco1)C(c1ccccc1)N(Cc1ccco1)C(=O)Cn1nnc2ccccc21 (configuration not stated)
    102.0 | 0
- COCCCN=C(c1ccco1)n1c(=S)nc(-c2ccco2)n(CCCOC)c1=S
    99.0 | -0.2
- Cc1cc(=O)nc2c3ccccc3n(C(C)C(=O)N(C)Cc3ccccc3)n12 (configuration not stated)
    102.0 | -0.2
- CN(C)CCOC(=O)C12CCC3CC(CC(C3)C1)C2
    101.0 | 0.2
- O=C(c1ccccc1)c1ccc2nc(Nc3ccccc3Cl)c3nncn3c2c1
    101.0 | -0.3
- CN(C(=O)Cn1c(=O)sc2ccccc21)c1nnc(SCc2ccccc2)s1
    99.0 | -0.7
- N#Cc1cc2c(=O)n3ccccc3nc2n(CCc2ccccc2)c1=O
    103.0 | 0.1
- COc1ccc(CCNC(=O)NCc2noc3ccc(C)cc23)c(OC)c1
    100.0 | -0.7
- Cc1ccccc1N1CCN(C(=S)c2ccc(N(C)C)cc2)CC1
    101.0 | -0.3
- CC(O)c1ccc(Oc2ccc(C(C)O)cc2)cc1 (configuration not stated)
    102.0 | 0.2
- Cc1cccc(NS(=O)(=O)c2ccc(C)c(C(=O)NN3CCN(C)CC3)c2)c1
    102.0 | 0.1
- Cc1ccc(NC(=O)Cn2c(=O)n(Cc3ccco3)c(=O)c3ccccc32)c(C)c1
    108.0 | 0.7
- CC(C)c1ccc(OCc2nnc(SCC(=O)NC3CCCCC3C)o2)cc1 (configuration not stated)
    103.0 | 0.6
- O=C(NCc1ccccc1)C1CCN(S(=O)(=O)N2CCCCCC2)CC1
    101.0 | -0.1
- COC(=O)/C=c1/sc2n(c1=O)C(C)=CC(C)(C)N=2
    103.0 | 0.2
- COc1ccc(OC)c(NC(=O)c2cc(-c3ccc(Cl)s3)nc3ccccc23)c1
    103.0 | -0.7
- COCCn1c(C)cc(/C=C(\C#N)C(=O)C(C)(C)C)c1C
    105.0 | 0.4
- CCC(=O)Oc1ccc(C2Nc3ccccc3-c3nnc(SC)nc3O2)cc1 (configuration not stated)
    103.0 | -0.6
- O=C(N=Nc1c(O)[nH]c2ccccc12)C1C2CCCCC21 (configuration not stated)
    101.0 | -0.2
- Cc1ccc(-c2noc(CNC(=O)CC3CCCCC3)n2)cc1
    98.0 | -2.8
- Nc1ccncc1Cl
    100.0 | -0.1
- O=C(CCN1CCOCC1)Nc1ccc(Cl)cc1
    100.0 | -0.5
- CC(=O)Nc1ccc(NS(=O)(=O)c2ccc3c(c2)CCCN3C(C)=O)cc1
    108.0 | 0.1
- CCNC(=O)c1c(C)[nH]c(C(=O)OCC)c1C
    101.0 | -0.3
- Cc1cc(C)c(C#N)c(SCc2cccnc2)n1
    102.0 | 0.1
- O=C(/C=C/N1CCOCC1)c1csc(-c2ccc(C(F)(F)F)cc2)n1
    104.0 | 0.1

Fetched by structure from the entries so far (three):
Each structure is followed by: PV pol inh | PV pol inh FP z-score
- COC(=O)c1ccc(NC(=O)COc2cccc3c2CCNC3=O)cc1
    101.0 | -0.7
- CCNC(=O)c1c(C)[nH]c(C(=O)OCC)c1C
    101.0 | -0.3
- Cc1ccc(NCc2cccn2-c2nnc(N3CCC(C(=O)NC(C)C)CC3)s2)cc1
    111.0 | 0.3

Next entries follow.
Each structure is followed by: PV pol inh | PV pol inh FP z-score
- O=C(Oc1ccc(F)cc1)c1nsc(Cl)c1Cl
    88.0* | -1.8*
- CC(=O)n1c(C#N)c(O)c2ccccc21
    102.0 | 0.4
- COc1ccc(-c2cc(C(F)(F)F)n3nc(C(=O)NCCN4CCOCC4)cc3n2)cc1
    105.0 | 0.2
- CSc1nsc(SC)c1-c1nn[nH]n1
    105.0 | 1.2
- CCC(=O)N1CCc2cc(S(=O)(=O)CCC(=O)NCc3cccc(OC)c3)ccc21
    110.0 | 0.2
- CCC(=O)Nc1cccc(C(=O)OCc2cc(=O)n3nc(CC)sc3n2)c1
    107.0 | 0.1
- N#CCCSc1nnc(-c2ccc(Br)cc2)n1CCc1ccccc1
    99.0 | -0.6
- Cc1ccc(CCNC(=O)CCn2c(=O)c3cccn3c3ccc(F)cc32)cc1
    103.0 | -0.6
- CCc1ccc2nc(Nc3nc4ccccc4c(=O)[nH]3)nc(C)c2c1
    102.0 | -0.1
- CCN(Cc1ccccc1)C(=O)CSc1nc2ccccc2c2nc3ccccc3n12
    102.0 | 0.2
- N#Cc1c(-c2ccccc2)oc2c1C(=O)c1ccccc1C2=O
    101.0 | -0.1
- CCCCOc1ccc(C(=O)N2CCCCC2CCN2CCOCC2)cc1 (configuration not stated)
    107.0 | 0
- S=c1nc[nH]c2c1sc1nc(N3CCOCC3)c3c(c12)CCCC3
    96.0 | -1
- Cc1cc(C(=O)N2CCC(C)CC2)c(C)n1-c1ccc(F)cc1
    110.0 | 0.9
- Cc1ccc2[nH]cc(C(c3ccccc3)c3cccs3)c2c1 (configuration not stated)
    108.0 | 0.3
- Cc1cccc(-n2c3nc(=O)[nH]c(=O)c-3cc3c(C)nn(-c4ccccc4)c32)c1C
    108.0 | -0.3
- COc1cccc2[nH]ccc12
    102.0 | 0.1
- CC1CC(C)CN(c2c3c(nc4cc(-c5ccc(F)cc5)nn24)CCC3)C1 (configuration not stated)
    102.0 | 0.2
- CC1(C)NCS[C@H]1C(=O)O
    105.0 | 0.2
- Cc1ccccc1-c1nn2c(=O)cc(CN3CCN(C(=O)c4ccc(C(C)(C)C)cc4)CC3)nc2s1
    105.0 | -0.7
- Cc1ccc(S(=O)(=O)Nc2ccc(-c3csc(-c4ccccc4)n3)cc2)cc1
    100.0 | -0.2
- O=C(NCCC1=CCCCC1)c1cnsn1
    99.0 | -0.7
- O=C(O)C(Cc1cnc[nH]1)N1C(=O)C2C3c4ccccc4C(c4ccccc43)C2C1=O (configuration not stated)
    101.0 | 0.3
- O=C1OCCC1Sc1ncnc2ccccc12 (configuration not stated)
    101.0 | -0.2
- CCCn1c(=N)c(C(=O)NC2CCCCC2)cc2c(=O)n3cc(C)ccc3nc21
    108.0 | -0.4
- CCOc1cc(C2C(C(=O)OC)=C(C)NC3=C2C(=O)c2ccccc23)ccc1O (configuration not stated)
    112.0 | 0.2
- OC1CCNC2CCCCC12 (configuration not stated)
    100.0 | -0.5
- Cc1ccccc1NC(=O)CCS(=O)(=O)c1cc(Br)cc2c1N(C(=O)C1CC1)CC2
    105.0 | -0.2
- CC(=O)Nc1ccc(NC(=O)C(Cc2ccccc2)NC(=O)C2CCCCC2)cc1 (configuration not stated)
    98.0 | -0.2
- c1ccc(COC2CCNCC2)cc1
    102.0 | 0

Some of the entries above in a different format.
canonical_smiles,PV pol inh,PV pol inh FP z-score
N#Cc1c(-c2ccccc2)oc2c1C(=O)c1ccccc1C2=O,101.0,-0.1
CCCCOc1ccc(C(=O)N2CCCCC2CCN2CCOCC2)cc1 (configuration not stated),107.0,0
S=c1nc[nH]c2c1sc1nc(N3CCOCC3)c3c(c12)CCCC3,96.0,-1

Further records follow.
Each structure is followed by: PV pol inh | PV pol inh FP z-score
- Cc1ccc2nc(-c3ccc(S(=O)(=O)N(C)C)cc3)cn2c1
    100.0 | -0.6
- Cc1cc2oc(=O)cc(Cn3nnc(-c4ccc(F)cc4)n3)c2cc1C
    104.0 | 0
- COc1ccc(C)cc1NC(=O)Nc1ccccc1OCc1cc(=O)n2ccccc2n1
    99.0 | -1.6
- Cc1oc(-c2ccc(Cl)cc2)nc1CN1CCC(C(=O)NCCCN2CCN(c3cccc(Cl)c3)CC2)CC1
    108.0 | 0.4
- CCCCC(=O)N1CCN(c2nc3c(C)c(C)ccc3s2)CC1
    111.0 | 1
- CCc1ccc(NC(=O)CCNS(=O)(=O)c2ccc3c(c2)CC(C)N3C(C)=O)cc1 (configuration not stated)
    100.0 | -1
- CC(Sc1nc(N)cc(=O)[nH]1)C(=O)Nc1nc2ccccc2s1 (configuration not stated)
    100.0 | -0.6
- O=C(CSCC(=O)N1CCCCC1)Nc1nc(-c2cccs2)cs1
    101.0 | 0.4
- Cc1nn(-c2ccccc2)c2sc(C(=O)NCc3cccnc3)cc12
    99.0 | -0.2
- CCOc1ccccc1C1N=C(N)Nc2nc3ccccc3n21 (configuration not stated)
    106.0 | 0.4
- Cc1nnc(SCc2ccc(Cl)cc2)c2cc3occc3n12
    106.0 | -0.2
- CC1CCN(c2oc(-c3ccc(COc4ccccc4)o3)nc2C#N)CC1
    111.0 | 0.9
- NC(=S)NCCc1ccccc1
    86.0* | -1.7*
- CCc1ccc(NC(=O)Cn2nc(CC)n3c(cc4cc(C)ccc43)c2=O)cc1
    101.0 | -0.6
- COC(=O)c1nn(C)c(=O)c2ccccc12
    98.0 | -1.3
- CCCCCCCCCCCCC/C=C/[C@@H](O)[C@@H](N)CO
    103.0&101.0 | 0.5&0.2
- CCC1CCC(N(CC)CCN(C)C)CC1 (configuration not stated)
    101.0 | 0.4
- COC(=O)C1=CN(C23CC4CC(CC(C4)C2)C3)C=C(C(=O)OC)C1c1cccc(OC)c1
    102.0 | 0.1
- O=C(Cc1ccccc1)Nc1ccc(-c2cn3cccnc3n2)cc1
    102.0 | 0.3
- COC(=O)c1cc2occc2n1Cc1nc(-c2ccc(C)cc2)oc1C
    105.0 | -0.5
- Cc1ccc(C(=O)COC(=O)Cc2ccccc2)cc1
    102.0 | 0.3
- COc1ccc(NC(=O)C(CC(C)C)NS(=O)(=O)c2ccc3c(c2)oc(=O)n3C)cc1 (configuration not stated)
    103.0 | 1.6
- Cc1ccc2nc(SCc3ccccc3C#N)[nH]c2c1
    107.0 | 2.2
- CCNc1ccc(OC)cc1
    102.0 | 0.4
- CN(C(=O)COC(=O)c1cnc(Cl)c(Cl)c1)c1ccccc1
    101.0 | 0
- Cc1cccc(Nc2ccncc2S(=O)(=O)NC(=O)NC(C)C)c1
    100.0&101.0 | 0&0.2
- N#C/C(=C\c1cn[nH]c1-c1cccc(Br)c1)C(=O)O
    94.0 | -1.4

Not all compounds are listed; the hit share may differ from the screen's.
